Screens (PubChem)
LDHA inh: inhibitors of human lactate dehydrogenase A; purified LDHA, NADH/diaphorase-resazurin fluorescence; stronger effect = lower value; P00338; AID 1347041; 480,000 compounds, 0.15% hits; activity change, % (values are at about 110 or 230 µM); in the data active = activity change below about -30%;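 note: plate controls were DMSO wells for no effect and wells without enzyme for full effect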
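Human LDH5 at 2 nM final in Tris HCl pH 7.4 with 0.06 mM NADH and 0.2 mM pyruvate, reacted 5 minutes at room temperature. Remaining NADH coupled via diaphorase/resazurin; resorufin fluorescence read at 0 and 20 minutes, normalized to enzyme-free and DMSO wells.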
Active calls of the source: *. A portion of the library; rates above refer to the full screens.

[1] Cc1ccc(Nc2nc(N)c(C(=O)c3c(C)[nH]c4ccccc34)s2)c(C)c1
- LDHA inh: 2

[2] C#CCN1CCC(C(=O)NC(c2ccccc2)C(F)(F)F)CC1 (configuration not stated)
- LDHA inh: 0

[3] CCCCNC(=S)Nc1ccc(C)c(Cl)c1
- LDHA inh: -1

[4] CCSc1nc(N2CCOCC2)c2sc3c(c2n1)COC(C)(C)C3
- LDHA inh: 8

[5] N#C/C(=C\c1cccn1-c1ccccc1)C(=O)N1CCOCC1
- LDHA inh: 3

[6] Cc1ccccc1NC(=O)C1(N(C)C(=O)Cc2nc(N)n[nH]2)CCCCC1
- LDHA inh: 5

[7] CCOC(=O)NC(CNC(=O)c1ccccc1C)CC(C)C (configuration not stated)
- LDHA inh: -5

[8] Cn1c(=O)n(C)c2cc(Sc3ccccc3Cl)c(NC(=O)C3CC3)cc21
- LDHA inh: 0

[9] Cc1cccc(C)c1NC(=O)CNC(=O)c1nccnc1N
- LDHA inh: 12

[10] CCC(=O)NCCNC(=O)c1cc(-c2ccccc2)nc2ccccc12
- LDHA inh: -2

[11] CC1(C)CC(NC(=S)Nc2cccc(C(F)(F)F)c2)CC(C)(C)N1
- LDHA inh: -7

[12] CCn1c(SCC(=O)c2ccc[nH]2)nnc1-c1ccc(OC)cc1
- LDHA inh: 3

[13] O=C(NC1CC1)c1cccc(NC(=O)c2cc(C3CC3)nc3ccccc23)c1
- LDHA inh: 6

[14] O=C(N/N=C/C=C/c1ccccc1[N+](=O)[O-])c1ccccc1NS(=O)(=O)c1cccs1
- LDHA inh: 5

[15] CC(NC(=O)CCc1ccccc1)C1CC2CCC1C2 (configuration not stated)
- LDHA inh: 2

[16] O=C(O)/C=C/c1ccc(F)cc1
- LDHA inh: -2

[17] Cc1nc(NC(=O)c2cc(Cl)cc(Cl)c2)sc1C
- LDHA inh: 5

[18] COc1cccc(-c2nnc3sc(NC(=O)C(C)C)nn23)c1
- LDHA inh: 4

[19] CCOc1cc(CNC(=O)c2ncoc2-c2ccc(C)s2)cc(OCC)c1OCC
- LDHA inh: 13

[20] CC(C)CCNC(=O)CCc1c[nH]c2ccccc12
- LDHA inh: 2

[21] CN(CC(=O)NC(C1CC1)C1CC1)c1ccccc1
- LDHA inh: 7

[22] Cc1ccc(C2NC(=O)c3c(sc4c3CCN(Cc3ccccc3)C4)N2)o1 (configuration not stated)
- LDHA inh: 1

[23] O=c1oc2ccccc2cc1-c1nc(-c2ccc(Cl)cc2)no1
- LDHA inh: 1

[24] O=S(=O)(Nc1nc2ccccc2nc1N1CCN(c2ncccn2)CC1)c1ccccc1
- LDHA inh: -9

[25] CC(C)CC(NC(=O)C1CCC(C)CC1)C(=O)O (configuration not stated)
- LDHA inh: 6

[26] COc1ccc2c(C)c(CC(=O)NCCN3CCOCC3)c(=O)oc2c1
- LDHA inh: 1

[27] O=C(CN1CCN(C(=O)c2ccccc2-c2ncc(-c3ccccc3)o2)CC1)N1CCCC1
- LDHA inh: 3

[28] O=C(CSc1nc2ccccc2nc1N1CCCC1)NCc1ccccc1
- LDHA inh: -1

[29] CC(NC(=O)c1ccc(CS(C)(=O)=O)cc1)c1ccccc1 (configuration not stated)
- LDHA inh: -1

[30] CCC(CO)NC(=O)c1nc(Cc2c[nH]c3ccccc23)no1 (configuration not stated)
- LDHA inh: -1

[31] CN(C)C(=O)CN(C)c1nc(-c2ccsc2)nc2ccccc12
- LDHA inh: 6

[32] COc1ccc(-c2coc3cc(OCC(=O)NCc4ccc(Cl)cc4)ccc3c2=O)cc1OC
- LDHA inh: -5

[33] O=S(=O)(c1ccc(-c2csc(-c3ccc(F)cc3)n2)cc1)N1CCOCC1
- LDHA inh: -2

[34] CCCc1ccc(C(=O)/C=C/c2cc(OC)c(OC)c(OC)c2)cc1
- LDHA inh: 3

[35] CCCCCn1c(Br)nc2c1c(=O)n(C)c(=O)n2C
- LDHA inh: -5

[36] O=Cc1cc(Cl)ccc1O
- LDHA inh: 7

[37] Cc1cc(NC(=O)N(Cc2ccncc2)C2CC2)no1
- LDHA inh: -3

[38] C/C(=N\NC(=O)c1cccs1)c1ccccc1
- LDHA inh: 0

[39] COc1ccc(C)cc1N1CC(C(=O)Nc2ccc(S(=O)(=O)Nc3ncccn3)cc2)CC1=O (configuration not stated)
- LDHA inh: -1

[40] C[N+](C)(C)CCC(O)c1ccccc1 (configuration not stated)
- LDHA inh: 7

[41] Cc1ccc(C2C(c3ccccc3)=C(O)C(=O)N2Cc2ccccc2)cc1 (configuration not stated)
- LDHA inh: 6

[42] CC(=O)Nc1sc2c(c1-c1ccc(C#N)cc1)CCNC2
- LDHA inh: 0

[43] Cc1ccc(C(CNC(=O)c2cc(-c3ccc4c(c3)OCCO4)on2)N2CCN(C)CC2)o1 (configuration not stated)
- LDHA inh: -12

[44] CCCCn1nc(C(=O)NCCNS(=O)(=O)c2cc(C)ccc2C)c2ccccc2c1=O
- LDHA inh: -23

[45] Cn1c(=O)c2[nH]c(CN3CCN(c4ccccc4)CC3)nc2n(C)c1=O
- LDHA inh: 6

[46] CC(C(=O)N(C)CC(=O)Nc1ccccc1C(F)(F)F)N1CCN(c2cccc(Cl)c2)CC1 (configuration not stated)
- LDHA inh: 3

[47] COc1ccc(OC)c(C2C(C(=O)c3ccco3)=C(O)C(=O)N2c2nc3ccc(C)cc3s2)c1 (configuration not stated)
- LDHA inh: 2

[48] O=C(Nc1cc(Cl)ccc1Cl)C12CC3CC(CC(C3)C1)C2
- LDHA inh: 11

[49] Cc1[nH]ccc(=O)c1OCC(=O)Nc1ccc(Cl)c(Cl)c1
- LDHA inh: -5

[50] CCC(C)C(=O)Nc1ccc(N2CCCCC2)c2ccncc12 (configuration not stated)
- LDHA inh: 38

Reprinted, compounds 25–47
[25] CC(C)CC(NC(=O)C1CCC(C)CC1)C(=O)O (configuration not stated)
- LDHA inh: 6

[26] COc1ccc2c(C)c(CC(=O)NCCN3CCOCC3)c(=O)oc2c1
- LDHA inh: 1

[27] O=C(CN1CCN(C(=O)c2ccccc2-c2ncc(-c3ccccc3)o2)CC1)N1CCCC1
- LDHA inh: 3

[28] O=C(CSc1nc2ccccc2nc1N1CCCC1)NCc1ccccc1
- LDHA inh: -1

[29] CC(NC(=O)c1ccc(CS(C)(=O)=O)cc1)c1ccccc1 (configuration not stated)
- LDHA inh: -1

[30] CCC(CO)NC(=O)c1nc(Cc2c[nH]c3ccccc23)no1 (configuration not stated)
- LDHA inh: -1

[31] CN(C)C(=O)CN(C)c1nc(-c2ccsc2)nc2ccccc12
- LDHA inh: 6

[32] COc1ccc(-c2coc3cc(OCC(=O)NCc4ccc(Cl)cc4)ccc3c2=O)cc1OC
- LDHA inh: -5

[33] O=S(=O)(c1ccc(-c2csc(-c3ccc(F)cc3)n2)cc1)N1CCOCC1
- LDHA inh: -2

[34] CCCc1ccc(C(=O)/C=C/c2cc(OC)c(OC)c(OC)c2)cc1
- LDHA inh: 3

[35] CCCCCn1c(Br)nc2c1c(=O)n(C)c(=O)n2C
- LDHA inh: -5

[36] O=Cc1cc(Cl)ccc1O
- LDHA inh: 7

[37] Cc1cc(NC(=O)N(Cc2ccncc2)C2CC2)no1
- LDHA inh: -3

[38] C/C(=N\NC(=O)c1cccs1)c1ccccc1
- LDHA inh: 0

[39] COc1ccc(C)cc1N1CC(C(=O)Nc2ccc(S(=O)(=O)Nc3ncccn3)cc2)CC1=O (configuration not stated)
- LDHA inh: -1

[40] C[N+](C)(C)CCC(O)c1ccccc1 (configuration not stated)
- LDHA inh: 7

[41] Cc1ccc(C2C(c3ccccc3)=C(O)C(=O)N2Cc2ccccc2)cc1 (configuration not stated)
- LDHA inh: 6

[42] CC(=O)Nc1sc2c(c1-c1ccc(C#N)cc1)CCNC2
- LDHA inh: 0

[43] Cc1ccc(C(CNC(=O)c2cc(-c3ccc4c(c3)OCCO4)on2)N2CCN(C)CC2)o1 (configuration not stated)
- LDHA inh: -12

[44] CCCCn1nc(C(=O)NCCNS(=O)(=O)c2cc(C)ccc2C)c2ccccc2c1=O
- LDHA inh: -23

[45] Cn1c(=O)c2[nH]c(CN3CCN(c4ccccc4)CC3)nc2n(C)c1=O
- LDHA inh: 6

[46] CC(C(=O)N(C)CC(=O)Nc1ccccc1C(F)(F)F)N1CCN(c2cccc(Cl)c2)CC1 (configuration not stated)
- LDHA inh: 3

[47] COc1ccc(OC)c(C2C(C(=O)c3ccco3)=C(O)C(=O)N2c2nc3ccc(C)cc3s2)c1 (configuration not stated)
- LDHA inh: 2

Fetched one by one from the entries so far:
[46] CC(C(=O)N(C)CC(=O)Nc1ccccc1C(F)(F)F)N1CCN(c2cccc(Cl)c2)CC1 (configuration not stated)
- LDHA inh: 3

[44] CCCCn1nc(C(=O)NCCNS(=O)(=O)c2cc(C)ccc2C)c2ccccc2c1=O
- LDHA inh: -23

New compounds follow:
[51] Cc1ccccc1C(=O)NC(NC(=O)c1ccccc1C)c1ccc(F)cc1
- LDHA inh: -2

[52] COc1cccc2c1N(C(=O)c1cnc3c(cnn3C(C)C)c1)CCC2
- LDHA inh: 2

[53] CCOC(=O)C1=C(N)OC2=C(C(=O)CCC2)C1c1ccc(Cl)cc1 (configuration not stated)
- LDHA inh: 9

[54] CC(=O)Nc1ccc2oc(-c3cc(C)cc(C)c3)nc2c1
- LDHA inh: 0

[55] Cn1nc(CC(=O)Nc2ccc(OC(=O)c3ccccc3)cc2)c2ccccc2c1=O
- LDHA inh: -10

[56] Cc1ccc2[nH]c(C(=O)NCCc3ccccc3)cc2c1
- LDHA inh: 1

[57] Cc1nc2ccccc2nc1SCC(=O)NC(C)C
- LDHA inh: 10

[58] O=C(O)CCCNC(=O)Cn1ccc2c(Br)cccc21
- LDHA inh: -13

[59] Cc1[nH]c(C)c(S(=O)(=O)Nc2ccc(C(C)C)cc2)c1C(=O)N1CCCCC1
- LDHA inh: -16

[60] Cc1cccc(Nc2nc(N)c(C(=O)C(C)C)s2)c1
- LDHA inh: 0

[61] CN(CC(=O)OC(C)(C)C)C(=O)/C=C/c1cccc(C#N)c1
- LDHA inh: 10

[62] CC(=O)N1CCN(CC(=O)Nc2c(C#N)c(C)c(C)n2C2CCCCC2)CC1
- LDHA inh: 3

[63] CCc1ccc2c(c1)C(O)(CC(=O)c1ccc(F)cc1)C(=O)N2 (configuration not stated)
- LDHA inh: 7

[64] O=C1CCCC2=C1C(c1ccsc1)CC(=O)N2c1ccc(C(F)(F)F)cc1 (configuration not stated)
- LDHA inh: 7

[65] Cc1ccc(CNC(=O)C2CCN(C(=O)c3csc(Nc4ccc(C)cc4)n3)CC2)cc1
- LDHA inh: 9

[66] Cc1[nH]c(=O)[nH]c(=O)c1CCC(=O)Nc1nc(C2CC2)cs1
- LDHA inh: -4

[67] Cc1ccc(C)c(NC(=O)c2csc3c2CCCC3)c1
- LDHA inh: 0

[68] O=C(NCCc1c[nH]c2ccccc12)c1cccc(F)c1
- LDHA inh: -1

[69] C=CCNc1nc(C(=O)OCC(=O)NCC(=O)Nc2c(C)cccc2C)cs1
- LDHA inh: 5

[70] CCC(C)C(=O)N1CCCC2CCCCC21 (configuration not stated)
- LDHA inh: 3

[71] COc1cccc(C2c3c(ncn(-c4ccccc4SC)c3=N)Oc3ccc4ccccc4c32)c1 (configuration not stated)
- LDHA inh: 3

[72] Cc1ccc(F)cc1NS(=O)(=O)c1ccc(N2CC(C(=O)O)CC2=O)cc1 (configuration not stated)
- LDHA inh: -1

[73] CC(=O)C1C(=O)CC(C)(O)C(C(C)=O)C1c1ccc(Cl)cc1 (configuration not stated)
- LDHA inh: -6

[74] Cc1ccc2nc(-c3cccc(OC(C)C)c3)cc(C(=O)O)c2c1
- LDHA inh: 1

[75] Cc1ccc(NC(=O)CCc2ncc(-c3c(F)cccc3F)o2)c(C)c1
- LDHA inh: 1

[76] CCC(=O)N1CCN(c2ccc(NC(=O)c3c(OC)cccc3OC)cc2)CC1
- LDHA inh: -1

[77] O=c1[nH]c(SCc2ccc(F)cc2)nc2c1cnn2CCO
- LDHA inh: 3

[78] COc1ccc(-c2nc3n(n2)C(c2ccc(Cl)cc2)C2=C(CC(C)(C)CC2=O)N3)cc1 (configuration not stated)
- LDHA inh: 11

[79] CNC(=O)C(=O)NC1CC(C)(C)NC(C)(C)C1
- LDHA inh: 3

[80] CCOC(=O)CSC(C(N)=O)c1ccccc1 (configuration not stated)
- LDHA inh: 2

[81] Cc1[nH]c(C)c(S(=O)(=O)NCCC(=O)NCc2ccc(F)cc2)c1C(=O)N1CCCC1
- LDHA inh: -20

[82] Cc1cccc(N2C(=O)CC(c3c[nH]c4ccccc34)C2=O)c1 (configuration not stated)
- LDHA inh: -15

[83] Cn1nc(C(=O)Nc2nc(-c3cc(F)ccc3F)cs2)c2ccccc2c1=O
- LDHA inh: -5

[84] O=C(Nc1nccs1)c1cc(-c2ccc(F)cc2)nc2ccccc12
- LDHA inh: 11

[85] CSc1nc(N)c2c(n1)NC1=C(C(=O)CC(C)(C)C1)C2c1ccccc1 (configuration not stated)
- LDHA inh: 6

[86] COc1ccc(Cl)cc1C(=O)OCc1cccc(COC(=O)c2cc(Cl)ccc2OC)c1
- LDHA inh: 1

[87] CSc1ccccc1C(=O)Nc1ccc2c(c1)-c1ccccc1C2
- LDHA inh: -1

[88] CCC(CC)NC(=O)Nc1ccc(C)c(F)c1
- LDHA inh: -5

[89] Nc1nc(COC(=O)c2cccc(Cl)c2Cl)nc2ccccc12
- LDHA inh: 1
